PLC-beta3 inh: human PLC-beta3 inhibitors, primary screen, biochemical, fluorescence; 1-phosphatidylinositol 4,5-bisphosphate phosphodiesterase beta-3 (Homo sapiens), Q01970; Purified PLC-beta3, fluorogenic substrate; inhibition, % at 12.2 µM; 370,000 compounds, 0.18% hits; in the data active means inhibition above about 11%;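 further: 0% = median of compound wells on plate and 100% = full blocker control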
ssDAF-12 act: S. stercoralis DAF-12 nuclear receptor activators, primary screen, cell-based, luminescence, HEK293, GRIP1 co-expression, lit1-tk-luc; HEK293 ssDAF-12/GRIP1 lit1-tk-luc reporter; % of 3 µM dafachronic acid response; Nuclear hormone receptor DAF-12 (Strongyloides stercoralis); activation, % at 6.8 µM; 370,000 compounds, 1% hits;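 active means activation above the mean over all tested compounds plus 3 SD, cut at about 0.9% in these data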;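 further: 0% = DMSO-only wells and 100% = 3 µM delta7-dafachronic acid wells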
hgDAF-12 ag: H. glycines DAF-12 receptor agonists, primary screen, cell-based, luminescence, HEK293, GAL4 fusion, UAS-luciferase; 370,000 compounds, 1.8% hits; AID 687014, 2013; activation, % at 6.8 µM; HEK293 GAL4-hgDAF12 UAS-luciferase reporter, agonist luminescence; normalized to butyrate control;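 active means activation above a cutoff set at the mean of all screened compounds plus 3 SD, cut at about 10% in these data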;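 further: 0% = DMSO wells and 100% = sodium butyrate wells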
hcDAF-12 act: H. contortus DAF-12 nuclear receptor activators, primary screen, cell-based, luminescence, HEK293, lit1-tk-luc reporter | 370,000 compounds, 1.4% hits | HEK293 hcDAF-12 lit1-tk-luc reporter; 0% DMSO, 100% Δ7-dafachronic acid | activation, % at 6.8 µM;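 active means activation above the mean of all tested compounds plus 3 SD, cut at about 5.5% in these data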;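 further: 100% = response to 3 µM Δ7-dafachronic acid high control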
DAX1 inh-1: DAX1 (NR0B1) inhibitors on StAR promoter, primary screen, cell-based, luminescence, SF-1 (NR5A1), full-length DAX-1; HEK293T StAR-luciferase reporter, SF-1/DAX-1 repression relief; inhibition, % at 6.8 µM; 370,000 compounds, 1.1% hits; AID 652010, 2013;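 active means inhibition above the mean over all tested compounds plus 3 SD, cut at about 3.6% in these data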;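 further: 0% = DAX-1 cells with DMSO and 100% = cells lacking DAX-1 with DMSO; higher inhibition means more luminescence from relief of DAX-1 repression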
DAX1 inh-2: DAX1 (NR0B1) inhibitors, primary screen, cell-based, HEK293, Gal4-DAX1, luciferase luminescence; 340,000 compounds, 0.99% hits; inhibition, % at 6.75 µM; HEK293 Gal4-DAX1 luciferase reporter; AID 504766, 2011;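 active means inhibition above the mean over all tested compounds plus 3 SD, cut at about 4.2% in these data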;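 further: 0% = DAX1-transfected cells with DMSO and 100% = empty-vector control cells with DMSO; inhibition shows as a rise in luminescence from relieved DAX1 repression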
Target sequence (P51843 207-470 limits assumed): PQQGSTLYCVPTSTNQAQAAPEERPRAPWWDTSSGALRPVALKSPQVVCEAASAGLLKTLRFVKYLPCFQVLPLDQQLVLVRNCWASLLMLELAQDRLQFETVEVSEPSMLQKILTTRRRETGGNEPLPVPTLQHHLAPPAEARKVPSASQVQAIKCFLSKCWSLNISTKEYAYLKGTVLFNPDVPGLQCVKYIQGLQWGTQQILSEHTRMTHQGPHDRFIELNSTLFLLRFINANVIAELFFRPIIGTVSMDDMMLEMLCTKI
FXN GAA850 act: FXN promoter activators, primary screen, cell-based, luciferase luminescence, HEK293 lucGAA850 | 360,000 compounds, 0.56% hits | activation, % at 6 µM | HEK293 lucGAA850 FXN promoter luciferase reporter, 24 h; percent of 10 µM SAHA response;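 active means activation above the average of all compounds screened plus 3 SD, cutoff fixed separately per campaign, cut at about 7.5% in these data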;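 further: 0% = DMSO wells and 100% = 10 µM SAHA wells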
PG9 Ab binder: binders of HIV-1 gp120 antibody PG9, primary screen, biochemical, TR-FRET; TR-FRET gp120-PG9 antibody binding; 360,000 compounds, 0.43% hits; HIV-1 gp120 / PG9 antibody interaction; AID 624416, 2012; inhibition, % at 6.7 µM; in the data active means inhibition above about 8.5%
NR1D1 modulator: modulators of Rev-erb alpha DNA binding, primary screen, biochemical, FITC-DNA, fluorescence polarization, uHTS; Nuclear receptor subfamily 1 group D member 1 (Homo sapiens), P20393; Rev-erbα–FITC-DNA binding, 90 min; activity, % at 10 µM; 370,000 compounds, 0.79% hits; AID 1259318, 2017;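 active means activity above about 14%, limit read from the data; passing the limit was not always enough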;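 further: 0% = DMSO wells with 35 nM protein and 100% = DMSO wells with 750 nM protein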
Target sequence (P20393 whole entry, looked up): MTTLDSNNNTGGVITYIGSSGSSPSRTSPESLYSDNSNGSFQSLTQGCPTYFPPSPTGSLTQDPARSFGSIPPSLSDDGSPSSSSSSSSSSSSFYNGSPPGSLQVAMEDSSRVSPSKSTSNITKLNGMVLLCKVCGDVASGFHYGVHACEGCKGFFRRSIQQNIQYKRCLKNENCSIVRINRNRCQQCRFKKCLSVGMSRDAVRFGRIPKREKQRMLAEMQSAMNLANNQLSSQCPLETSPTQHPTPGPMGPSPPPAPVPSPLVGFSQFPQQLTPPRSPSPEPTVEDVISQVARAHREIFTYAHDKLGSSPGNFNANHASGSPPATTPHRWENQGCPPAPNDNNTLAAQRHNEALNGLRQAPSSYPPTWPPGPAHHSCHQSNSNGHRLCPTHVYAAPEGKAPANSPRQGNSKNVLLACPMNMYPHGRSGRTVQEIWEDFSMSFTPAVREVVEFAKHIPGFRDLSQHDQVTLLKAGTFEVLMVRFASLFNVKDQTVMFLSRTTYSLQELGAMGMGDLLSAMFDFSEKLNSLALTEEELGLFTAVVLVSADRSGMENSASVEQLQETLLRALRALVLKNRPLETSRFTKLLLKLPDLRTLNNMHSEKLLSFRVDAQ
SMARCA2 activ: SMARCA2 (BRM) function activators, primary screen, cell-based, luminescence, high throughput | AID 652017, 2013 | 370,000 compounds, 1% hits | MG213 cells, MMTV-luciferase reporter, dexamethasone, overnight | activation, % at 9.1 µM; in the data active means activation above about 7.8%;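 further: 0% = vehicle wells and 100% = reference activator wells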
HGIII-sPLA2 inh: human group III sPLA2 inhibitors, primary screen, biochemical, QFRET, BODIPY PC-A2 liposome substrate; AID 743126, 2013; inhibition, % at 12.2 µM; 370,000 compounds, 0.56% hits; Group 3 secretory phospholipase A2 (Homo sapiens), Q9NZ20; QFRET BODIPY PC-A2 liposome hydrolysis, fluorescence;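 active means inhibition above mean plus 3 SD of compounds lying within the high and low control bounds, cut at about 19% in these data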;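 further: 0% = median of test compound wells and 100% = no enzyme DMSO wells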
Numbers without * were called inactive; i = inactive; / = not tested or not shown.

SMILES	PLC-beta3 inh	ssDAF-12 act	hgDAF-12 ag	hcDAF-12 act	DAX1 inh-1	DAX1 inh-2	FXN GAA850 act	PG9 Ab binder	NR1D1 modulator	SMARCA2 activ	HGIII-sPLA2 inh
Nn1c(=O)[nH]c2c([nH]c3ccccc32)c1=O	-21	0.0	6.3	5.4	-0.4	0.5	-1.3	-0.9	/	-2	5
CCOc1ccc(S(=O)(=O)Nc2cccc(C(=O)NCC(C)(C)N3CCOCC3)c2)cc1	-2	-0.9	-1.0	-1.7	2.5	0.6	1.8	-0.2	11	0	-10
CCc1ccc(-c2nc(CS(=O)CC(=O)NCCCN3CCOCC3)c(C)o2)cc1 (configuration not stated)	-11	-1.0	1.8	0.5	-0.4	0.3	1.5	-1.5	6	-3	-2
Cc1ccc(-c2nnc(SCC(=O)NC(=O)Nc3ccc(C)cc3C)n2N)cc1	2	-0.4	2.4	-2.2	0.9	0.9	2.1	0.6	-5	-2	-6
O=c1[nH]c(CN2CCN(S(=O)(=O)/C=C/c3ccccc3)CC2)nc2cc(Cl)ccc12	-120	-1.3	-1.4	-1.4	-0.3	0.2	1.3	-1.5	0	-2	-28
CON(C)S(=O)(=O)NC(=O)C1=C(N2CCCC2)COC1=O	2	-1.3	2.3	-0.6	-0.1	-0.8	0.9	0.5	-3	0	6
O=C(COc1ccc(S(=O)(=O)N2CCOCC2)cc1)Nc1cccc([N+](=O)[O-])c1	0	-1.0	0.1	-2.6	-2.9	0.1	1.1	-1.2	-5	0	-4
CCOC(=O)C1CCCN1C(=O)c1ccc(OC)c(Br)c1 (configuration not stated)	-6	-1.6	0.6	-1.0	0.0	0.1	1.9	2.3	3	-1	-4
CN(C)S(=O)(=O)c1ccc2nc(NC(=O)c3cccnc3)sc2c1	-57	0.1	11*	2.8	1.1	4.7*	2.7	-2.0	-4	4	3
COC(=O)C1CN(Cc2ccc(F)cc2)CCS(=O)(=O)N1Cc1ccc(F)cc1 (configuration not stated)	0	-0.9	-0.8	-2.8	-0.9	/	/	/	-2	-1	-6
CC1Oc2ccccc2OC1C(=O)Nc1nccs1 (configuration not stated)	-8	0.8	6.6	3.4	1.1	1.1	2.5	-1.5	1	4	1
CC(=O)OC[C@H]1O[C@@H](Oc2cc(O)cc3oc(-c4ccc(O)cc4)cc(=O)c23)[C@H](O[C@@H]2O[C@@H](C)[C@H](O)[C@@H](O)[C@H]2O)[C@@H](O)[C@@H]1O	i	-1.5	-1.4	0.1	0.0	-0.4	-0.8	-4.2	0	1	2
CC1(c2cccc(Br)c2)NC(=O)N(CC(=O)Nc2cccnc2Cl)C1=O (configuration not stated)	-1	-1.0	0.9	1.1	3.7*	-0.7	0.4	-0.9	4	-3	-11
Cc1cc(-n2c(C)cc(C(=O)COc3ccccc3[N+](=O)[O-])c2C)no1	-4	-0.1	3.1	-0.6	0.4	2.2	3.5	-2.5	/	-1	-3
CCCC[C@@H]1CNC(=S)N1CCCC	5	-0.8	-0.9	-1.6	-0.1	0.8	0.7	0.4	3	-1	12
O=C(C[C@@H]1C/C=C\CCC(=O)OC[C@@H]2CCCN2C1=O)N[C@H](CO)Cc1ccccc1	1	-0.9	3.6	-0.6	0.2	0.2	-0.5	0.7	-2	1	4
COc1ccc2[nH]c3c(NCCCOC(C)C)ncnc3c2c1	i	-0.2	6.8	1.5	2.1	0.9	0.5	-2.9	1	0	7
CCn1nnc(NC(=O)COc2cc(C)ccc2C(C)C)n1	4	-0.9	0.6	-1.6	0.0	-0.1	1.9	-2.4	4	-3	-5
C/C(=N/OC(=O)c1c(-c2c(F)cccc2Cl)noc1C)c1cnccn1	-3	-1.5	-3.0	-1.7	0.3	-0.5	0.0	-0.3	4	1	2
CN(c1ccccc1C(=O)N1CCN(Cc2ccc3c(c2)OCO3)CC1)S(C)(=O)=O	1	-0.8	0.4	0.5	-0.2	-1.2	-0.4	-3.3	4	-3	-2
C=CCSc1ncc(CO)n1Cc1ccccc1	-1	-1.1	-1.9	-0.4	-0.2	2.6	2.1	-0.9	/	2	-4
Cc1nn(C)c(C(=O)Nc2ccc3c(c2)OCO3)c1[N+](=O)[O-]	-10	-0.3	0.5	3.5	0.8	1.6	3.4	-0.9	-1	2	0
COC(=O)[C@]12C[C@H](CC(=O)NCc3ccccc3)C(=O)N(CCC3=CCCCC3)C1=C[C@H](C(C)(C)C)O[C@@H]2C	4	-0.9	-0.9	0.1	-0.8	/	/	-0.5	0	-8	5
c1cc(-c2cnc3cccnn23)c2cccnc2c1	i	-1.3	7.0	-1.9	0.2	/	-6.7	0.8	-11	-6	16
COc1ccc(C(=O)NN(C)c2nc(-c3ccccc3)nnc2C(F)(F)F)cc1	-1	-1.0	-1.6	-0.8	-0.5	1.1	1.1	1.9	-8	1	5
COc1ccccc1N(CC(=O)NCCSCc1cccc(Cl)c1)S(C)(=O)=O	-1	-1.2	-0.3	-0.8	-0.6	-1.7	-2.4	1.1	0	1	-7
COc1ccc(CCNC(=O)CNS(=O)(=O)c2ccc(Cl)cc2)cc1	-1	-1.7	-1.7	0.1	-0.6	/	0.2	-2.2	1	-1	-17
CC(C)Oc1ccc(C(=O)NC2=NCCS2)cc1	-7	0.4	22*	7.5*	9.9*	-0.1	3.2	0.0	1	4	-2
CCOc1cc(N2CCOCC2)c(OCC)cc1NC(=O)COC(=O)c1ccc(Cl)cc1N	-5	-1.4	-0.2	0.0	-1.4	0.7	1.9	-1.4	-3	0	-2
Fc1ccc(-n2c(-c3ccc4ccccc4n3)n[nH]c2=S)cc1Cl	-61	-1.3	1.2	2.9	1.4	0.3	2.0	2.0	-12	-4	14
Cc1ccc(C(=O)NC(=S)Nc2cccc3c(C)cc(C)nc23)cc1	-10	-0.6	-0.7	-0.5	-0.1	1.2	1.3	-1.1	-1	-3	4
COc1cccc(NC(=O)COC(=O)c2ccc3c(c2)OCO3)c1	-1	-0.7	3.0	0.8	0.7	1.1	2.4	-0.2	-4	-1	2
COc1ccc([C@H]2CC(=O)C[C@@H](CCn3cc(CCc4ccccc4)nn3)O2)cc1	0	-1.3	1.6	-0.8	0.6	/	/	-1.7	2	-1	-7
Cc1cc(C(=O)N/N=C/c2ccc(OCc3ccccc3)cc2)c(C)o1	3	-0.1	6.5	-1.9	-0.6	-0.4	0.3	-0.1	5	2	-14
O=C1/C(=C\c2ccccc2)CCc2c1[nH]c1ccccc21	-327	0.4	13*	5.6	-0.9	-1.4	-2.6	-0.5	-1	2	-13
CCN(CC)C(=O)[C@H]1C[C@H](CC(=O)NCCN2CCOCC2)C(=O)N2CCc3c([nH]c4ccc(Cl)cc34)[C@]12C	0	-1.4	-3.9	-2.5	1.2	-1.4	-2.1	-0.1	-3	0	7
Cc1nn(CC(=O)Nc2ccc(C(C)C)cc2)c(C)c1[N+](=O)[O-]	-5	-1.1	-1.2	-1.5	0.3	-1.5	1.7	-0.6	-5	-2	-3
CC1(C(=O)Nc2ccc3c(c2)OCO3)CCN1C(=O)c1ccccc1 (configuration not stated)	0	-0.9	-4.9	0.7	1.0	/	0.1	0.5	-4	-1	-6
O=C(Nc1ccc(O)cc1)/C(=C\C=C\c1ccccc1)NC(=O)c1ccccc1	-3	-1.2	-4.6	-0.5	-0.6	2.7	-0.1	-0.6	4	-4	-23
CCN1CCN(CCCNC(=O)C(=O)c2c(C)[nH]c3ccccc23)CC1	-1	-0.8	0.2	-0.2	0.2	-0.2	0.5	0.3	-3	7	5
CCc1nnc(NC(=O)C(CC)CC)s1	-4	-1.3	-0.1	-0.5	-0.3	-0.2	-2.6	-1.7	3	-4	1
O=C(O)c1cc(-c2ccccc2)on1	-3	-1.3	0.4	-1.6	0.1	-0.1	2.7	-1.9	-4	-2	8
O=C(O)c1ccc(C(=O)Nc2ccc(F)cc2)cc1	-2	-1.0	-0.2	-1.6	-0.1	0.8	1.3	-0.6	-4	2	9
O=C1CCC(C(=O)N2CCc3c(Cl)cccc3C2)CN1CCCN1CCOCC1 (configuration not stated)	-4	-1.1	-1.4	2.1	1.1	-0.1	0.6	-2.2	3	0	-2
O=C(NCc1nc2ccccc2[nH]1)c1ccccc1F	-10	-0.5	3.9	-1.0	0.3	/	2.3	-0.6	-3	5	-11
O=C(CNC(=O)c1ccc(S(=O)(=O)N2CCCC2)cc1)N/N=C/c1ccc(F)cc1	1	-1.5	-1.4	-0.1	-0.2	-0.5	0.0	0.7	2	0	-5
O=C(CN1CCOCC1)Nc1ncc(Cc2cccc3ccccc23)s1	1	-1.4	1.3	-3.3	-1.2	-0.9	-2.1	-2.2	/	2	-11
CCOC(=O)c1c(-c2ccccc2)nc2ccc(C)cn12	-5	-0.5	7.0	3.3	0.4	1.0	6.6	1.1	-2	5	2
CCOc1ccc(NC(=O)c2ccc3c(=O)n(-c4ccc(OC)cc4OC)c(=S)[nH]c3c2)cc1	-8	-1.7	-6.4	-3.2	-1.2	-1.2	-2.6	-2.8	-1	-5	2
Cc1ncc(CN2CCC(CO)(Cc3ccccc3)CC2)s1	-12	-0.2	-2.1	-0.7	0.4	-2.1	1.3	0.0	1	-1	3
COc1ccc(/C=C(\C#N)C(=O)NCC2CCCO2)cc1OC (configuration not stated)	-7	-1.0	-1.9	-0.8	-0.1	0.0	0.4	3.3	-2	0	3
Cc1ccnc(SCc2nc3ccccc3s2)n1	1	-0.1	9.0	5.8*	1.9	3.2	8.3*	-0.5	2	5	-6
COC(=O)C1=C(C)N(Cc2ccccc2C(F)(F)F)C(=NCc2ccccc2C(F)(F)F)NC1c1cccc(F)c1 (configuration not stated)	8	-0.9	2.0	-0.2	0.3	/	/	-2.1	-1	-5	-10

From PubChem
